# From PubChem
# Epigenetic reg – Quantitative High-Throughput Screen for Regulators of Epigenetic Control | murine LDR cells, GFP reporter derepression, 30 h | Potency, µM (top dose mostly 53.9 µM), without a hit: at the highest dose GFP activation, usual class: activators | 280,000 compounds, 0.2% hits; active = well fitted activation curve with a large enough effect; inconclusive = small, poorly fitted or top-dose-only effect; also: % of control where 0% means no effect; nearly all actives have a fitted effect of over 60% in size
#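 Reporter derepression read as number of fluorescent GFP-positive objects, 20-120 um in size, counted by laser-scanning cytometer. Mouse LDR line with an epigenetically silenced CMV-GFP locus; compound incubation 30 h, 37 C.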
# Starred values were filed as active, the others as inactive; ? = inconclusive. Potency is read from the fitted curve at half-maximal effect.
SMILES,Epigenetic reg
COc1ccc(N2CCN(CCCNC(=O)Nc3ccccc3Cl)CC2)cc1,0.4%
COc1ccc(CNC(=O)CSc2ncc(S(=O)(=O)c3ccc(Br)cc3)c(=O)[nH]2)cc1,-0.7%
COc1cc(OC)cc(C(=O)Nc2ccc3oc(-c4ccccc4C)nc3c2)c1,-1.6%
COc1cccc(Cc2nc3ccccc3nc2SCC(=O)N2CCCc3ccccc32)c1,1.1%
CCOc1ccccc1Nc1nnc(-c2cc3cc(Cl)ccc3oc2=O)s1,17%
Cc1cccc(Cn2c(=O)n(Cc3ccccc3)c(=O)c3sc4ccccc4c32)c1,-0.9%
O=C(Nc1ccccc1C(F)(F)F)c1noc2c1CCCCC2,-1.8%
COc1ccc(C2CC(=O)c3cc(-c4nc(-c5ccc(Cl)cc5)cs4)c(=O)[nH]c3C2)cc1OC (centres undefined),?
CCCCOc1ccc(CNC(=O)c2cnc3sc(N4CCOCC4)nn3c2=O)cc1,0.0%
O=C(NCc1ccccc1)C(=O)Nc1c2c(nn1-c1ccccc1)CSC2,6.0%
Cc1cc(C)cc(NC(=O)CSc2nc3c([nH]c4ccccc43)c(=O)n2-c2ccc(F)cc2)c1,1.4%
CC1=C(c2ccc(Cl)cc2)S(=O)(=O)N=C1N1CCN(c2cccc(C(F)(F)F)c2)CC1,-3.4%
CCn1ccc2cc(S(=O)(=O)N3CCCN(C(=O)NCC(C)C)CC3)ccc21,0.8%
Cc1cn2c(=O)cc(COc3ccc(NC(=O)COc4ccccc4)cc3)nc2s1,0.9%
Cc1ccccc1C(=O)Nc1sc2c(c1C(=O)N1CCCCC1)CCC(C(C)(C)C)C2 (centres undefined),-0.6%
COc1cc(OC)c(Nc2ncnc3onc(-c4cccc(Cl)c4)c23)cc1Cl,-0.6%
COc1ccccc1CNC(=O)C(=O)NCC(c1cccs1)S(=O)(=O)c1cccs1 (centres undefined),-0.9%
COc1ccc2c(c1)c1c(c(=O)n(Cc3ccccc3)c(=O)n1Cc1cc(C)ccc1C)n2C,-1.8%
CC(C)(C)OC(=O)N1CCC(c2c(C(=O)NCc3cccs3)cnn2-c2ccc(F)cc2F)CC1,-1.3%
CCOc1ccc(NC(=O)C2CCN(S(=O)(=O)c3cc(-c4noc(C)n4)ccc3C)CC2)cc1,1.1%
Cc1cccc(C(=O)NCc2nnc(SCC(=O)Nc3ccccc3F)n2-c2ccccc2)c1,-1.1%
Cc1ccc(CNc2ccc3cc(S(=O)(=O)N4CCCCC4)ccc3n2)cc1,-1.2%
CN(C)c1ccc(CNc2nc(-c3ccco3)nn2S(=O)(=O)c2ccc(Cl)cc2)cc1,4.9%
Cc1ccc2oc(-c3cccc(NC(=O)c4cccc5c(Cl)cccc45)c3)nc2c1,-1.1%
O=C(NCCc1ccccc1)c1ccc2c(c1)N(Cc1ccccc1Cl)C(=O)c1ccccc1S2,-1.1%
# Other records:
SMILES,Epigenetic reg
COc1cccc(OCCCCn2c(-c3ccc(Cl)cc3)nc3ccccc3c2=O)c1,5.1%
Cc1ccc(Sc2ccc(N3CCCC(C(=O)Nc4ccc(F)cc4F)C3)nn2)cc1 (centres undefined),8.0%
Cc1ccc(N2CC(NC(=O)Cc3cccs3)CC2=O)cc1C (centres undefined),2.7%
COc1ccccc1C(=O)OCc1cc(=O)n2nc(C(C)C)sc2n1,0.0%
COc1ccc(NC(=O)c2cnc(N3CCOCC3)c3ccccc23)cc1OC,0.0%
Cc1ccc(F)cc1NC(=O)CCc1c(C)nn(-c2ccc(N3CCCC3)nn2)c1C,0.8%
COc1cc2c(=O)c(C(=O)c3ccc(C)c(C)c3)cn(Cc3ccc(F)cc3)c2cc1OC,-0.3%
COC(=O)c1cc2sccc2n1Cc1nc(-c2cccc(Br)c2)oc1C,0.8%
O=S(=O)(NCCc1csc(-c2ccc(F)cc2)n1)c1ccc(Cl)cc1,1.7%
CC(=O)Nc1ccccc1-c1nc2ccccc2n(CC(=O)Nc2ccc(C)c(Cl)c2)c1=O,-2.5%
CCc1cccc(NC(=O)CSc2ncc3c(n2)-c2cc(Cl)ccc2N(C)S3(=O)=O)c1,?
CCOC(=O)c1cccc(-n2nnc3c(sc4nc(C)c(Br)c(C)c43)c2=O)c1,?
COc1ccc2c(c1)c1c(c(=O)n(CCc3ccccc3)c(=O)n1Cc1ccccc1)n2C,-0.8%
COc1ccc(NC(=O)CCc2nc3cccnc3n2-c2ccccc2)c(OC)c1,-1.7%
Cc1ccc(CCNC(=O)c2cc3c(=O)n(C)c4ccccc4c3n2C)cc1,2.2%
Cc1ccc(NC(=O)Cn2nnc(C(=O)NCCc3ccccc3)c2N)cc1C,1.3%
O=C(CSc1nnc(-c2cccs2)o1)Oc1ccccc1,-1.1%
O=C(NCCc1ccccc1)c1cc(-c2ccccc2)nc2n[nH]c(-c3ccccc3)c12,2.7%
Cc1cccc(C(=O)Nc2ccc3nc(SCC(=O)N4CCCC4)sc3c2)c1,-0.5%
COC(=O)c1cnc(N2CCN(c3ccc(OC)cc3)CC2)c2ccccc12,-1.5%
CCCCC(=O)Nc1c(C(=O)N2CCN(c3ccccc3)CC2)oc2ccccc12,-3.9%
COc1ccc(OC)c2sc(N3CCN(C(=O)C4CC4)CC3)nc12,2.0%
Cc1cc(N(C)Cc2ccccc2)n2nc(-c3ccc(C(C)(C)C)cc3)nc2n1,-4.3%
Cc1nc2scc(C)n2c(=O)c1S(=O)(=O)Nc1ccc(N2CCOCC2)cc1,3.5%
CCOc1ccc(C(=O)Nc2ccc(-c3cc4ccccc4oc3=O)cc2)cc1Br,0.3%

# 3 of the entries above in order of the Epigenetic reg value, largest number first:
Structure | Epigenetic reg
Cc1ccc(Sc2ccc(N3CCCC(C(=O)Nc4ccc(F)cc4F)C3)nn2)cc1 (centres undefined) | 8.0%
Cc1ccc(CCNC(=O)c2cc3c(=O)n(C)c4ccccc4c3n2C)cc1 | 2.2%
Cc1ccc(F)cc1NC(=O)CCc1c(C)nn(-c2ccc(N3CCCC3)nn2)c1C | 0.8%

# Returning to the listing with the two entries that preceded the break.
SMILES,Epigenetic reg
Cc1nc2scc(C)n2c(=O)c1S(=O)(=O)Nc1ccc(N2CCOCC2)cc1,3.5%
CCOc1ccc(C(=O)Nc2ccc(-c3cc4ccccc4oc3=O)cc2)cc1Br,0.3%
Cc1ccccc1NC(=O)Cn1cc(C(=O)c2ccco2)c2ccccc21,-1.0%
CCOc1ccccc1C(=O)Nc1cccc2ccc(C)nc12,-4.6%
Cc1nc(-n2nc(C)c(Cc3ccc(Cl)cc3)c2C)sc1C(=O)N1CCC(C)CC1,-3.2%
CCOc1ccc(NC(=O)C2CC(=O)NC(=Nc3ccc(Cl)c(Cl)c3)S2)cc1 (centres undefined),0.3%
CCC(=O)N1c2ccc(S(=O)(=O)CCC(=O)N3CCN(c4cc(C)ccc4C)CC3)cc2CC1C (centres undefined),-1.7%
CCOc1ccc(NC(=O)CCS(=O)(=O)c2ccc3c(c2)n(C)c(=O)c(=O)n3C)cc1,4.1%
Cc1cccc(N2CCN(CCNC(=O)Nc3ccc(Cl)cc3)CC2)c1C,2.8%
CC1CCC(C(=O)NC(C(=O)OCC(=O)c2ccc(Br)cc2)C(C)C)CC1 (centres undefined),1.2%
CCCOC(=O)c1cccc(NC(=O)CSc2nnc3cc(C)c4ccccc4n23)c1,6.5%
COc1cc(NC(=O)c2nc3ccccc3n(C)c2=O)cc(OC)c1OC,-0.7%
CCOC(=O)N1CCN(C(=O)CN(c2cccc(Cl)c2)S(=O)(=O)c2ccccc2)CC1,-3.2%
CCc1ccccc1NC(=O)N1CC(CC)Oc2ccc(Cl)cc21 (centres undefined),0.8%
Cc1ccc2c(c1)c(=O)c1ccccc1n2CCCC(=O)Nc1ccc(Cl)cc1C,5.6%
COc1ccccc1-c1cc2nc(C)c(CCC(=O)Nc3ccc(Br)c(C)c3)c(C)n2n1,7.8%
COc1ccc(-c2noc(C3CC(=O)N(c4ccc(C)c(F)c4)C3)n2)c(OC)c1 (centres undefined),4.4%
COc1ccc(Cn2c(CO)cnc2SCC(=O)Nc2ccc3c(c2)OCCO3)cc1,-0.9%
COc1ccc(NC(=O)c2cc(C(C)=O)n3ccccc23)cc1,1.5%
Cc1ccccc1S(=O)(=O)Cc1ccc(C(=O)N2CCN(c3cccc(Cl)c3)CC2)o1,-2.7%
Cc1cccc2c1-c1sc(C(=O)N3CCN(c4ccccc4)CC3)cc1CO2,0.0%
O=C(Nc1ccc(F)c(F)c1)c1cc(S(=O)(=O)N2CCc3ccccc32)ccc1F,0.4%
CCc1ccccc1OCCSc1nnc(-c2cc(OC)c(OC)c(OC)c2)o1,1.0%
Cc1ccc2c(=O)c(C(=O)c3ccccc3)cn(CC(=O)NCc3ccccc3)c2n1,1.3%
CCOc1ccccc1CNC(=O)CSc1nnc(C)c2c(C)n(-c3ccccc3)nc12,-3.0%
COc1ccc(/C=C/C(=O)Nc2cc(-c3nc4ccccc4o3)ccc2OC)cc1,3.2%
Cc1cccc(-c2noc(-c3ccc(N4CCCC4)c([N+](=O)[O-])c3)n2)c1,-3.9%
# (list continues)
SMILES,Epigenetic reg
CCOC(=O)c1c(C)oc2c1cc(NS(=O)(=O)c1ccc(C)cc1)c1ccccc12,4.0%
CCOc1ccc(NC(=O)CSc2nc(-c3cccs3)cc(C(F)(F)F)c2C#N)cc1,0.8%
COc1ccc2c(C)c(CCC(=O)NCc3ccc(Cl)cc3)c(=O)oc2c1C,1.1%
COC(=O)c1c(NC(=O)c2nc(SCc3ccccc3C)ncc2Cl)sc2c1CCCC2,-2.9%
COc1ccccc1NC(=O)c1cc2ccc3cccnc3c2[nH]1,0.0%
COc1ccc(C)cc1NC(=O)Nc1cc(C(=O)NCc2ccc(C)cc2)ccc1N1CCCC1,-3.3%
CCOc1cc(CNCCSc2nnnn2C)cc(Cl)c1OCc1ccc(Cl)cc1,3.8%
C=Cc1ccc(Cn2c(=O)n(CC3CCC(C(=O)NC(C)C)CC3)c(=O)c3sccc32)cc1 (centres undefined),13%
CSc1cccc(NC(=O)C2CCCN(S(=O)(=O)c3ccc4c(c3)CCCN4C(C)=O)C2)c1 (centres undefined),0.0%
COc1ccc(CNC(=O)CCC(=O)N2CCSc3ccccc32)cc1,?
O=C(Nc1ccc(O)c(-c2nc3ccccc3o2)c1)c1ccc(-c2cccc(Cl)c2)o1,-0.8%
Cc1cccc(C)c1Nc1c(-c2ccsc2)nc2cccc(C)n12,-0.9%
COC(=O)CC1Oc2ccc(Cl)cc2-n2cc(-c3ccc(F)cc3)nc21 (centres undefined),1.1%
COc1cccc(CNC(=O)CCCN2C(=O)CSc3c2c(C)nn3-c2ccccc2)c1,0.0%
COc1ccc(-n2c(/C=C/c3cccc4ccccc34)nc3ccccc3c2=O)cc1Cl,1.4%
Cc1cc(C)cc(-n2c(SCC(=O)Nc3ccc4c(c3)OCCO4)nc3c([nH]c4ccccc43)c2=O)c1,0.3%
COc1cccc(OCc2nc3ccccc3n2CCOc2ccccc2)c1,9.3%
CCCN(C(=O)c1cc2ccc3cccnc3c2[nH]1)c1ccc(F)cc1,-1.3%
Cc1ccc(OCC(=O)Nc2nc(-c3ccc(Br)cc3)ns2)cc1,-2.4%
COc1ccc(NS(=O)(=O)c2cc3c4c(c2)CC(=O)N4CCC3)cc1Cl,5.0%
CCC1CN(S(=O)(=O)c2cc(-c3onc(C)c3C)ccc2C)c2cc(Cl)ccc2O1 (centres undefined),3.1%
CCOc1cc(C(=O)N2CC(=O)Nc3ccc(F)cc3C2c2ccccc2)cc(OCC)c1OCC (centres undefined),-1.5%
O=c1cc(COc2cccc(C(F)(F)F)c2)nc2sc3c(n12)CCCC3,-1.3%
Cc1cccn2c(Nc3ccccc3)c(-c3ccc(N4CCOCC4)cc3)nc12,1.7%
Cc1cc(S(=O)(=O)NCC(c2ccco2)S(=O)(=O)c2ccccc2)ccc1F (centres undefined),0.2%

# The final four compounds of the section above come first, to join the parts:
SMILES,Epigenetic reg
CCOc1cc(C(=O)N2CC(=O)Nc3ccc(F)cc3C2c2ccccc2)cc(OCC)c1OCC (centres undefined),-1.5%
O=c1cc(COc2cccc(C(F)(F)F)c2)nc2sc3c(n12)CCCC3,-1.3%
Cc1cccn2c(Nc3ccccc3)c(-c3ccc(N4CCOCC4)cc3)nc12,1.7%
Cc1cc(S(=O)(=O)NCC(c2ccco2)S(=O)(=O)c2ccccc2)ccc1F (centres undefined),0.2%
CCc1ccc(N2CC(c3nnc(NC(=O)c4ccco4)s3)CC2=O)cc1 (centres undefined),-2.4%
COc1ccccc1NC(=O)C1=C(C)Nc2nc(-c3ccco3)nn2C1c1ccccc1 (centres undefined),-0.6%
CCOc1ccccc1NC(=O)Cn1c(=O)n(Cc2nc(C)no2)c(=O)c2ccccc21,1.3%
CCOc1cccc(NC(=O)C2CC(=O)N(C)C(=Nc3ccc(OC)cc3)S2)c1 (centres undefined),-1.1%
CCc1ccccc1NC(=O)Cn1c(=O)ccc2cc(S(=O)(=O)N3CCCC3)ccc21,0.0%
CCOc1ccccc1NC(=O)c1cc2c(=O)oc3ccccc3c2s1,0.0%
COc1cccc(OC)c1C(=O)NCCc1sc(-c2cccc(F)c2)nc1C,-1.7%
COc1cc(NC(=O)Cc2noc3ccccc23)cc(OC)c1OC,0.0%
Cc1ccc(S(=O)(=O)Nc2cc3c(cc2N2CCOCC2)n(C)c(=O)n3C)cc1,1.9%
Cc1ccc(-n2ncc3c(NCCCN4CCOCC4)ncnc32)cc1C,1.8%
Cc1nn(S(=O)(=O)c2ccc(F)cc2)c(C)c1S(=O)(=O)N1CCC(C)CC1,3.4%
CCOC(=O)C1CCCN(S(=O)(=O)c2ccc(N3CCCCS3(=O)=O)cc2)C1 (centres undefined),-4.7%

# In the list so far, these have a CF3 group:
SMILES,Epigenetic reg
O=C(Nc1ccccc1C(F)(F)F)c1noc2c1CCCCC2,-1.8%
CC1=C(c2ccc(Cl)cc2)S(=O)(=O)N=C1N1CCN(c2cccc(C(F)(F)F)c2)CC1,-3.4%
CCOc1ccc(NC(=O)CSc2nc(-c3cccs3)cc(C(F)(F)F)c2C#N)cc1,0.8%
O=c1cc(COc2cccc(C(F)(F)F)c2)nc2sc3c(n12)CCCC3,-1.3%

# This is a subset. The share of hits here may be higher or lower than overall.
